EBV gp42 block = inhibitors of Epstein-Barr virus glycoprotein 42 | inhibition, % (tested at 21.74 µM) | 0.42% of 220,000 active | Q1HVG2 | Fluorescence polarization binding assay, mP read-out; in the data active means inhibition above about 50%
Target sequence (Q1HVG2 whole entry, looked up): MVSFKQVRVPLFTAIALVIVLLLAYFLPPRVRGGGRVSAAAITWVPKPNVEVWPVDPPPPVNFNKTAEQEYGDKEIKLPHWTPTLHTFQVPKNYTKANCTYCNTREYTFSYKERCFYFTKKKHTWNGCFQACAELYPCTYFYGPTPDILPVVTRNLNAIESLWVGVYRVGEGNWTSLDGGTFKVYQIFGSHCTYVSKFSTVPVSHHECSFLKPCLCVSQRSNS
Thrombin inh = inhibitors of human thrombin. 0.26% of 220,000 active. alpha-thrombin, Boc-VPR-AMC fluorogenic substrate cleavage. P00734. inhibition, % at 5 µM. AID 1046;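 active means inhibition at or above 40%; inactive means inhibition below 40%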;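 further: 0% = enzyme with no compound and 100% = wells without enzyme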
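Assay system: human alpha-thrombin enzyme. Reagent: Boc-VPR-AMC substrate, 15 µM final. Compound dosing: one concentration per compound, 5 µM, with 0.2% DMSO. Incubation: room-temperature reaction. Technique: AMC fluorescence, 355/460 nm. Measure: % inhibition relative to enzyme controls and enzyme-free blanks.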
NCF1 inh = blocks human p47phox regulatory protein of NADPH oxidases. P14598. p47phox/p22phox peptide binding, fluorescence polarization, 2 h. inhibition, % at 24.7 µM. 0.53% of 220,000 active;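 further: 0% = p47phox with labelled peptide and 100% = labelled peptide alone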
Target sequence (P14598 whole entry, looked up): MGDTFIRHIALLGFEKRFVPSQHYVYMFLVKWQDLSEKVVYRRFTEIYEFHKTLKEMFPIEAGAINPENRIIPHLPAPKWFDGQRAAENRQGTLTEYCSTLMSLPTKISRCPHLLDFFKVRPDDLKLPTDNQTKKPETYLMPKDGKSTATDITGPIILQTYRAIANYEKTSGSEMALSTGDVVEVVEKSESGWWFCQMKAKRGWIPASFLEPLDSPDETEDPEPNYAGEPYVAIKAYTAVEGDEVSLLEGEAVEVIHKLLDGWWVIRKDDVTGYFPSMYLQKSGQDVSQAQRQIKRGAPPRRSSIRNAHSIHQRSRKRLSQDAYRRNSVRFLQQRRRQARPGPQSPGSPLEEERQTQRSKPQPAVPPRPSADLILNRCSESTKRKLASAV
KCC2 mod = KCC2 (human) Cl- transport modulation. B-score of Tl+ flux slope (higher = more flux/activation; lower = inhibition) at 10 µM. 2.2% of 190,000 active. KCC2 cells, thallium flux FluoZin-2 fluorescence. Q9H2X9;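 active means thallium flux slope and its plate-corrected score both differing from the plate sample mean at a set confidence after two filtering rounds, in either direction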;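 further: slope of fluorescence scaled to starting intensity during 10 to 20 s after thallium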
KLK5 inh = inhibitors of human kallikrein 5; Q9Y337; recombinant hK5, fluorogenic AMC substrate cleavage; 0.59% of 210,000 active; AID 873; inhibition, % at 5 µM;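 active means inhibition of 40% or more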;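 further: 0% = enzyme controls without compound and 100% = no-enzyme blanks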
14-3-3 Bad PPI = disrupts binding of bovine 14-3-3 zeta to phospho-Bad peptide; TR-FRET 14-3-3zeta/Dy647-pBad peptide displacement, 1 h; inhibition, % at 21.7 µM; AID 781; 0.71% of 220,000 active; P63103;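 active means inhibition above about 70%, limit read from the data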;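 further: 0% = full 14-3-3 plus peptide FRET controls and 100% = background without 14-3-3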
eIF4E 4G PPI = blocks eIF4E binding to eIF4G | P63073+Q04637 | TR-FRET eIF4E-eIF4GI(517-606) binding, 2 h | inhibition, % at 21.7 µM | 0.37% of 220,000 active;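 further: 0% = full FRET control wells and 100% = background wells lacking eIF4GI fragment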
Rad51 HR inh = blocks human Rad51 in homologous recombination; hRad51 DNA strand exchange, fluorescence dequenching; 0.085% of 200,000 active; inhibition, % at 10 µM; AID 1385; Q06609;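 active means inhibition above 40% at the single screening dose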;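 further: 0% = DMSO control wells and 100% = blanks with heterologous ssDNA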
Target sequence (Q06609 whole entry, looked up): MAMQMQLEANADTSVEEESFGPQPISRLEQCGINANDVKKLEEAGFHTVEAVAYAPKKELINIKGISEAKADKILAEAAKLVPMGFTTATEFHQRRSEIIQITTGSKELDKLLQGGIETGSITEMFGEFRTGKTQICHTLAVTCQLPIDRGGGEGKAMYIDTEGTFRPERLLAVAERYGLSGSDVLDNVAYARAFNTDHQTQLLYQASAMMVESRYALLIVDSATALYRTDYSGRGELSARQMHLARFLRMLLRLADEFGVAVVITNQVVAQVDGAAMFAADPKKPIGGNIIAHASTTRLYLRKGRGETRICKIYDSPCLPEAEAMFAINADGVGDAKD
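material = hRad51 filaments on single-stranded DNA | reagent = Donor/quencher-labelled 47-bp dsDNA substrate | compound = 10 µM final, single point | schedule = strand-exchange reaction 15 min at room temperature | measured by = fluorescein emission 520 nm, excitation 485 nm | read-out basis = % inhibition versus plate control and blank means | benchmarks = plate controls and plate blanks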
Furin inhibitor = blocks human furin protease activity; purified furin, fluorogenic substrate cleavage; AID 463115; 0.061% of 220,000 active; P09958; inhibition, % at 30 µM; in the data active means inhibition above about 25%; further: inactives centre near -15
Starred values were filed as active, the others as inactive; · = no result given; [ ] = dose if it differs, or a comment.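 How the source made its calls, unless noted: active means inhibition above about 30% (limit read from the data); inactive means the rest.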 Compounds as they come; about 4.7% have a hit in one of these screens.

SMILES	EBV gp42 block	Thrombin inh	NCF1 inh	KCC2 mod	KLK5 inh	14-3-3 Bad PPI	eIF4E 4G PPI	Rad51 HR inh	Furin inhibitor
CCN1C(=O)CC(N2CCN(c3cccc(OC)c3)CC2)C1=O (stereo unspecified)	-7	5	-4	0.39	-12	-9	2	-40	-23
COc1ccc(N2CC(=O)N(c3ccc(OC)c(OC)c3)CC2=O)cc1OC	-30	-3	-16	0.16	2	0[fluorescence artefact?]	-5	·	-14
Cc1cccc(OCC(=O)NCc2ccncc2)c1C	-15	-12	-2	0.28	9	0	3	-1	-18
O=C(CN(CC1CCCO1)C(=O)CNS(=O)(=O)c1ccc(F)cc1)NCc1ccco1 (stereo unspecified)	-15	-4	-5	-0.34	6	-14	5	15	-21
O=C(Nc1ccc(F)cc1F)c1cc(=O)n(-c2ccccc2)c(=O)[nH]1	10	-1	-3	-0.62	-14	-2	-3	24	-11
COCCNC(=O)c1cnn2c1NC(c1ccco1)CC2C(F)(F)F (stereo unspecified)	-12	4	-12	1.3	-10	3[fluorescence artefact?]	8	-6	-13[20 µM]
CCN(CC)S(=O)(=O)c1ccc(N2CCOCC2)c(NC(=O)C23CC4CC(CC(Cl)(C4)C2)C3)c1	-1	-12	-13	-0.089	-16	-22	17[fluorescence artefact?]	-13	0
NC(=O)[C@@H]1CCCCNc2c(F)cc([N+](=O)[O-])cc2C(=O)N[C@@H](CCCN=C(N)N)C(=O)NCC(=O)N1	-12	4	-2	0.7	-8	-7	-1	3	-14
CC(C)(C)C(=O)n1nc(-c2ccccc2)oc1=O	-6	-3	-5	-0.056	-11	10[fluorescence artefact?]	26[fluorescence artefact?]	1	-21
O=C(Oc1c(-c2ccccc2)c(=O)n2c3c(cccc13)CC2)c1ccc(F)cc1	-9	-3	-4	-1.5	-8	2	2	16	-15
Fc1ccccc1-n1c(-c2ccc3ccccc3n2)n[nH]c1=S	3	2	-8	4.5*	·	-11	-2	·	-19
CC1(c2nnc(-c3ccc(Cl)cc3)o2)CC(c2c(Cl)cccc2Cl)=NO1 (stereo unspecified)	-6	3	-3	2.6	2	0	-1	-5	-17
O=C(c1cccc(Cl)c1)N1CCC(c2nc3ccccc3[nH]2)CC1	-7	-4	-5	0.47	0	-2	5	2	-27
O=C(Nc1ccc(OC(F)(F)F)cc1)c1ccc(S(=O)(=O)N2CCOCC2)o1	-10	1	-13	-0.58	-2	3	0	-2	-10
O=C(O)CSc1c(O)c2ccccc2[nH]c1=O	-11	3	-1	0.46	-7	-18	3	2	-14
Cc1ccc(NC(=S)N(Cc2cccc(Br)c2)CC2CCC(C(=O)O)CC2)cc1Cl (stereo unspecified)	1	-8	-15	-2.9	-7	-14	2	-3	-10
CCOc1cc(C(=O)NCC(=O)N/N=C/c2sccc2C)cc(OCC)c1OCC	0	-7	-1	1.7	-25	-6	-9	-4	-25
O=C(Nc1nc(-c2cc3ccccc3oc2=O)cs1)c1ccco1	10	-4	-19	-0.058	-20	28[fluorescence artefact?]	-6	-8	-20
CCOC(=O)c1nn(-c2ccc(F)cc2)c(-c2ccccc2)c1C(=O)c1ccccc1	5	-1	13	-0.54	3	5	-4	7	-16[20 µM]
O=[N+]([O-])c1cc(S(=O)(=O)N2CCCCC2)ccc1NCCCN1CCOCC1	1	-20	4	-0.66	-4	-2	-5	-1	-18
CCOC(=O)CSc1nnc(NC(=O)c2cccc(S(=O)(=O)N3CCCCCC3)c2)s1	4	-4	-13	0.9	-17	-6	4	-1	-27[20 µM]
COC(=O)c1cccc(CN2C(=O)SC(Nc3ccccc3)C2=O)c1 (stereo unspecified)	-6	3	-6	-0.78	-2	-6	5	6	-5
COc1ccccc1/C=N/NC(=O)CCn1cnc2ccccc21	-18	-4	-2	-1.5	-8	-3	-1	2	-22
CN(Cc1ccccc1)S(=O)(=O)c1ccc(NC(=S)NC(=O)C2CCCC2)cc1	2	-5	-13	·	-9	5	6	3	-10
C[C@@H]1CCC[C@H](C)N1NC(=O)c1ccc(Cl)c(S(N)(=O)=O)c1	-7	·	0	-0.61	-11	-3	4	-7	-19
O=C(COc1ccc2ccccc2c1Br)N1CCOCC1	-6	-4	-4	·	-24	-5	8	13	-23[20 µM]
O=c1c(O[C@@H]2O[C@H](CO)[C@H](O)[C@H](O)[C@H]2O)c(-c2ccc(O)c(O)c2)oc2cc(O)cc(O)c12	-11	·	-2	-0.48	·	-2	4	·	·
Cc1cccc2cc(CNCc3ccccc3)c(Cl)nc12	-8	-3	8	0.23	0	-11	0	3	-31
COc1ccc(CCNC(=O)c2ccc(CNc3c(N4CCOCC4)c(=O)c3=O)cc2)cc1OC	-29	2	-10	0.61	25	0	4[fluorescence artefact?]	2	-10
O=C(NCc1ccc2c(c1)OCO2)c1ccc(Cl)c(S(=O)(=O)N2CCOCC2)c1	-23	23	-20	·	-19	2	1	-2	-22[20 µM]
COc1ccccc1Nc1nnc(SCC(=O)Nc2nc(-c3ccc(F)cc3)cs2)s1	-18	-2	-9	-1.5	-18	-9	-1	·	-30
CN(Cc1c(O)ccc2c1oc(=O)c1ccccc12)C1CCCCC1	-13	-1	4	0.58	5	87*	14	-35	-9
Nc1cccc(C(=O)OCC(=O)Nc2cccc3c2C(=O)c2ccccc2C3=O)c1	92*	-12	14	0.27	-23	57[fluorescence artefact?]	8[fluorescence artefact?]	-30	-2
O=[N+]([O-])c1ccc2nc(-c3ccccn3)[nH]c2c1	2	2	2	0.5	-18	-4	4	-1	-9
CC(C)c1ccc(-n2c(-c3ccccc3)c[n+]3c2CCc2ccccc2-3)cc1	-8	17	5	-0.93	10	2	1	5	-17
C/C(=C\C(=S)Nc1ccccc1)Nc1ccccc1	13	-4	-17	-0.97	-7	-3	-7	8	-16
O=C(NCCCn1ccnc1)c1ccc(Br)c(S(=O)(=O)N2CCOCC2)c1	-10	-5	8	1.1	-1	-7[fluorescence artefact?]	-5	4	-12[20 µM]
CCCCCCCN1N=C(C)C(C(=O)c2ccccc2)C1=O (stereo unspecified)	-5	0	-10	3.1*	-17	63[fluorescence artefact?]	0	·	-10[20 µM]
CCCCOCCCn1cnc2c([nH]c3cc(OC)ccc32)c1=O	-13	-12	-4	-0.031	-17	16	0	24	-12
COc1cccc(C(=O)Nc2cccc(OCC(=O)c3ccccc3)c2)c1	6	-4	-11	1.6	1	11	3	3	-25
CC1CCCC(C)N1C(=O)CSc1nnnn1Cc1ccccc1 (stereo unspecified)	2	-12	-12	-2.6	-19	-7	-11[fluorescence artefact?]	9	-20
O=C1CCCN1CCCNc1ncnc2sccc12	-14	2	-6	-0.005	5	-6	1	-5	-23
CN(C)S(=O)(=O)Nc1ccc(C(=O)O)cc1	13	-2	2	·	0	-4	0	-6	-25
COc1ccc2c(c1)c(C(=O)N/N=C/c1ccc(Cl)cc1)c(C)n2C	-8	3	2	0.051	1	-3	2	19	-7
CN1CCN(CCCNC(=O)CCCOc2cc(=O)n(C)c3ccccc23)CC1	3	-4	-9	0.41	-22	-4	3[fluorescence artefact?]	4	-16
COc1cc(/C=N/N=C(/N)c2nonc2N)cc(Br)c1OCc1ccccc1C	-15	2	-14	2	-5	-7	-16	-2	2[20 µM]
CC(NC(=O)C(C)(C)C)c1nc2ccccc2n1C (stereo unspecified)	-9	3	4	-0.29	-17	-15	1	0	-26
C=CCSc1nnc2c(n1)OC(c1cccnc1)Nc1ccccc1-2 (stereo unspecified)	-1	-2	-3	-1.1	-16	-4[fluorescence artefact?]	2	5	-5
CCc1nc(N2CCCC2)c(C#N)c2c1CCCC2	3	-2	-4	0.42	-8	12	1	-4	-19[20 µM]
Cc1[nH]nc2cn[nH]c12	-19	0	0	·	-7	2	0	11	-13

Exported with values under each structure: 12 of the compounds above.
Screens in order – EBV gp42 block | Thrombin inh | NCF1 inh | KCC2 mod | KLK5 inh | 14-3-3 Bad PPI | eIF4E 4G PPI | Rad51 HR inh | Furin inhibitor
CCCCOCCCn1cnc2c([nH]c3cc(OC)ccc32)c1=O
    -13 | -12 | -4 | -0.031 | -17 | 16 | 0 | 24 | -12
COc1cccc(C(=O)Nc2cccc(OCC(=O)c3ccccc3)c2)c1
    6 | -4 | -11 | 1.6 | 1 | 11 | 3 | 3 | -25
CC1CCCC(C)N1C(=O)CSc1nnnn1Cc1ccccc1 (stereo unspecified)
    2 | -12 | -12 | -2.6 | -19 | -7 | -11[fluorescence artefact?] | 9 | -20
O=C1CCCN1CCCNc1ncnc2sccc12
    -14 | 2 | -6 | -0.005 | 5 | -6 | 1 | -5 | -23
CN(C)S(=O)(=O)Nc1ccc(C(=O)O)cc1
    13 | -2 | 2 | · | 0 | -4 | 0 | -6 | -25
COc1ccc2c(c1)c(C(=O)N/N=C/c1ccc(Cl)cc1)c(C)n2C
    -8 | 3 | 2 | 0.051 | 1 | -3 | 2 | 19 | -7
CN1CCN(CCCNC(=O)CCCOc2cc(=O)n(C)c3ccccc23)CC1
    3 | -4 | -9 | 0.41 | -22 | -4 | 3[fluorescence artefact?] | 4 | -16
COc1cc(/C=N/N=C(/N)c2nonc2N)cc(Br)c1OCc1ccccc1C
    -15 | 2 | -14 | 2 | -5 | -7 | -16 | -2 | 2[20 µM]
CC(NC(=O)C(C)(C)C)c1nc2ccccc2n1C (stereo unspecified)
    -9 | 3 | 4 | -0.29 | -17 | -15 | 1 | 0 | -26
C=CCSc1nnc2c(n1)OC(c1cccnc1)Nc1ccccc1-2 (stereo unspecified)
    -1 | -2 | -3 | -1.1 | -16 | -4[fluorescence artefact?] | 2 | 5 | -5
CCc1nc(N2CCCC2)c(C#N)c2c1CCCC2
    3 | -2 | -4 | 0.42 | -8 | 12 | 1 | -4 | -19[20 µM]
Cc1[nH]nc2cn[nH]c12
    -19 | 0 | 0 | · | -7 | 2 | 0 | 11 | -13

Next part.
SMILES	EBV gp42 block	Thrombin inh	NCF1 inh	KCC2 mod	KLK5 inh	14-3-3 Bad PPI	eIF4E 4G PPI	Rad51 HR inh	Furin inhibitor
Cc1ccccc1NS(=O)(=O)c1ccc(OCC(=O)N2CCCC2)cc1	2	9	-5	0.43	-4	0	0[fluorescence artefact?]	·	-9[20 µM]
Cc1onc(-c2ccccc2)c1C(=O)Nc1ccc(N2CCOCC2)cc1	-2	-5	-1	0.34	-28	-10[fluorescence artefact?]	-1[fluorescence artefact?]	4	-15[20 µM]
Cn1c(N)c(C(=O)COC(=O)C2=NNC(=O)CC2)c(=O)n(C)c1=O	-9	2	-15	0.13	-3	-3	4	-10	-14
COC(=O)NNC(=O)c1ccc(C(C)(C)C)cc1	4	0	-1	·	-10	0	-2	3	-6
Cc1[nH]c2ccccc2c1SCc1ccccc1	10	·	-2	-0.71	2	-6	-2	-2	-18
O=C(NCCSc1ccccn1)c1ccc(Cl)cc1	12	10	1	0.83	0	-8	0	10	-25
Cc1nc(N2CCN(C)CC2)c2cc(-c3ccccc3)sc2n1	-11	5	-14	0.26	-9	-6	-1	26	-13
